KCNQ2 block: KCNQ2 potassium channel inhibitors, primary screen, cell-based, CHO-K1, FluxOR thallium flux, B-score (AID 2156) | Potassium voltage-gated channel subfamily KQT member 2 (Rattus norvegicus), O88943 | 20 min; active compounds read low | B-score at 10 µM | 310,000 tested, 1.1% active;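 active means fluorescence ratio B-score at most minus 3 library SDs, with starting brightness B-score within 2 library SDs, cut at about -5.5 in these data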
Target sequence (O88943 whole entry, looked up): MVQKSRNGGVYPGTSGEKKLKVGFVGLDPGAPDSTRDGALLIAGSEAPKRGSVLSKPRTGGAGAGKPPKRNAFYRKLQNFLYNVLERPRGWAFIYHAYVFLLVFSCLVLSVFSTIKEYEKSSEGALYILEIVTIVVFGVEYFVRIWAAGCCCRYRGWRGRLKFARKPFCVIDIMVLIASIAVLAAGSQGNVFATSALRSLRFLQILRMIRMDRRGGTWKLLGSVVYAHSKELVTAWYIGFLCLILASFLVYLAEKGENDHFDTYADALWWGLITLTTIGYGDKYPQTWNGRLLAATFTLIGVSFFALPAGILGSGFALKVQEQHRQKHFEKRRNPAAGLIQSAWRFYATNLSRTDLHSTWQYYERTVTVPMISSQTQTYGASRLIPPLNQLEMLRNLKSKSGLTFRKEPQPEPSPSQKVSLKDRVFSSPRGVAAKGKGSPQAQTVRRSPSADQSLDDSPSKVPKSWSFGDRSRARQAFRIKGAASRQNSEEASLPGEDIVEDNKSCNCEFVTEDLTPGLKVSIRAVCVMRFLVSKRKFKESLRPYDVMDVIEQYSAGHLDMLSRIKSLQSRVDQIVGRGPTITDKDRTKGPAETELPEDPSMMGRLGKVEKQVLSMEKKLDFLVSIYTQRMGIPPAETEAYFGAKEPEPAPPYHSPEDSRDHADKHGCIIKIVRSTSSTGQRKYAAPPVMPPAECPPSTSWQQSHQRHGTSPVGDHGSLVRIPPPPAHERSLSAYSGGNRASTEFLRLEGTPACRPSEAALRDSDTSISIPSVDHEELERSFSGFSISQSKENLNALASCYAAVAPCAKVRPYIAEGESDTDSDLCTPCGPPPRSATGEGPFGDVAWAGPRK
STK33 kinase inh: inhibitors of purified STK33 kinase, primary screen, biochemical, ADP-Glo luminescence, homogeneous, cell-free; MBP phosphorylation; inhibition, % at 10 µM; 320,000 tested, 0.073% active; Serine/threonine-protein kinase 33 (Homo sapiens), Q9BYT3;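 active means inhibition at or above 25%, using the most active replicate where run in duplicate; inactive means inhibition below 25%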
OX1R FRET antag: antagonists of human orexin 1 receptor (OX1R) | inhibition, % at 6.6 µM | 330,000 tested, 1.8% active | OX1R-expressing cells, FRET antagonist read-out | Orexin/Hypocretin receptor type 1 (Homo sapiens), O43613; in the data active means inhibition mostly above about 38%, no sharp cut-off; inactive means mostly below about 40%;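 further: 0% = agonist challenge alone and 100% = reference antagonist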
Active calls of the source: *; i = inactive; / = no result given.

Start of the listing, in advance:
SMILES	KCNQ2 block	STK33 kinase inh	OX1R FRET antag
Cc1ccc(-n2cnnn2)cc1Cl	i	6.0	6
COc1cccc(-c2noc(CCCC(=O)N3CCOCC3)n2)c1	i	2.5	6
NC(=O)c1ccsc1NC(=O)c1cc(=O)c2ccccc2o1	/	-1.2	16

All compounds of this part, from the start:
SMILES	KCNQ2 block	STK33 kinase inh	OX1R FRET antag
Cc1ccc(-n2cnnn2)cc1Cl	i	6.0	6
COc1cccc(-c2noc(CCCC(=O)N3CCOCC3)n2)c1	i	2.5	6
NC(=O)c1ccsc1NC(=O)c1cc(=O)c2ccccc2o1	/	-1.2	16
N/C(Cc1ccc([N+](=O)[O-])cc1)=N\OC(=O)COc1ccccc1Cl	i	-1.4	2
O=C(c1ccccc1Cl)c1c(O)c2ccccc2oc1=O	i	-2.0	6
CCOc1ccc(OCC(=O)Nc2ccc(OC)cc2)cc1	i	1.1	13
CC(C)C[C@H]1CN=C(N(C)C)N1CC1CCCC1	/	-2.3	17
COc1ccc(-n2nnc3c(=O)n(Cc4ccccc4C)cnc32)cc1	i	-0.5	9
CCN1CCSc2ccc(C(=O)NCc3cc(Br)ccc3OC)cc21	i	-0.4	25
COc1ccc2nc(SCC(=O)N3CCCCC3)c(C#N)cc2c1	i	-1.4	22
CCNc1nc(NC(C)C)nc(N(C#N)CC(=O)OC)n1	i	-2.1	20
O=C(O)c1cc(-c2ccc(-c3c(-c4ccc5c(c4)OCO5)noc3-c3ccsc3)cc2)nc2ccccc12	i	-0.3	23
OCc1ccccc1O[C@@H]1O[C@H](CO)[C@@H](O)[C@H](O)[C@H]1O	i	2.1	5
COc1ccc(OCC(=O)N(C)Cc2ccccc2)cc1	i	-5.3	10
Nc1nc(-c2cccs2)c(CC(=O)O)s1	i	0.6	10
O=C(CN1CCOCC1)Nc1ccc2c(c1)OCCO2	i	0.6	9
COc1ccc(CNC(=O)c2ccc(CNc3c(NC4CCCCC4)c(=O)c3=O)cc2)cc1	i	-1.1	21
O=C(COCc1cc(-c2ccc3c(c2)OCO3)on1)Nc1cccnc1Cl	i	1.8	23
Cc1ccc(C(=O)Cn2nnc(-c3ccccc3)n2)cc1	i	-0.8	6
O=C1CC2(CCN(C(=O)COc3ccc(F)cc3)CC2)Oc2ccccc21	i	-1.2	19
N#Cc1cccnc1N1CCN(C(=O)c2ccccc2)CC1	i	-0.6	/
O=[N+]([O-])c1ccc(OC(F)F)c(/C=N/n2cnnc2)c1	i	-3.2	56
CN1CCN(NC(=O)c2cccs2)CC1	i	-2.1	4
N#Cc1ccccc1CN1C(=O)c2ccccc2S1(=O)=O	i	0.1	8
Cc1[nH][nH]c(=O)c1C=Nc1ccc(C(F)(F)F)cc1	i	0.5	13
Cc1cc(=O)oc2cc(OCC(=O)OCC(=O)Nc3ccc4ccccc4c3)ccc12	i	-0.1	16
CCN1CCN(C(CNS(=O)(=O)c2ccc(OC)cc2)c2cccnc2)CC1 (stereo not given)	i	-0.2	11
O=C(Cn1cc(C(=O)C2CC2)c2ccccc21)Nc1ccc(F)cc1	i	-0.6	28
CCc1cccc(NC(=O)C2CCCN(S(=O)(=O)c3c(C)[nH]c(=O)[nH]c3=O)C2)c1 (stereo not given)	i	0.2	22
CC(NC(=O)C(C)N1C(=O)c2ccccc2C1=O)c1ccccc1 (stereo not given)	i	-1.5	12
CC(C)c1csc(CN2CCC(n3nccc3NC(=O)Cc3ccccc3)CC2)n1	i	-0.7	34
Nc1cc(=O)[nH]c(SCC(=O)Nc2ccccc2Sc2ccccc2)n1	i	-1.2	11
O/N=C/c1cc(Cl)ccc1OCc1ccccc1Cl	i	-2.5	31
CCn1c(=S)sc2c(=O)n(CC(=O)Nc3cccc(Cl)c3)c(C)nc21	i	0.2	-9
CSCCC(NS(=O)(=O)c1ccc(C)cc1)C(=O)Nc1ccc(C)cn1 (stereo not given)	i	0.3	25
Cc1cc2c(cc1S(=O)(=O)NCc1ccccc1)NC(=O)CO2	i	/	31
CN(C)S(=O)(=O)n1cc(/C=C(\NC(=O)c2ccccc2)C(=O)NCCN2CCOCC2)c2ccccc21	i	1.9	24
COc1cccc(OC)c1C(=O)NC(=S)N1CCCCC1c1cccnc1 (stereo not given)	i	-1.1	9
CC1=NN(c2ccc(C)cc2)C(=O)/C1=C\C=C\c1ccccc1	i	0.0	6
COc1ccc(OC)c(S(=O)(=O)NCC(c2ccc(F)cc2)N2CCN(C)CC2)c1 (stereo not given)	i	-1.5	-2

Compound profiles (already shown). Order of screens: KCNQ2 block, STK33 kinase inh, OX1R FRET antag
COc1cccc(OC)c1C(=O)NC(=S)N1CCCCC1c1cccnc1 (stereo not given) is listed as i, -1.1, 9
CN1CCN(NC(=O)c2cccs2)CC1 is listed as i, -2.1, 4

Other records follow:
SMILES	KCNQ2 block	STK33 kinase inh	OX1R FRET antag
CCN(CC(=O)Nc1cc(Cl)ccc1C)C(=O)c1ccc(=O)n(Cc2ccccc2)n1	i	-1.2	35
CN(C)S(=O)(=O)c1cc(NC2CC(=O)N(c3ccc(F)cc3)C2=O)ccc1Cl (stereo not given)	i	0.1	-1
COCCN1C(=O)C(=O)/C(=C(/O)c2ccc(S(=O)(=O)N3CCOCC3)cc2)C1c1cccc(Cl)c1 (stereo not given)	i	4.1	16
COc1ccc(CNN2CCCCC2C(=O)Nc2ccc(OC)c(OCC(C)C)c2)cc1OC (stereo not given)	i	-0.8	24
COc1cccc(OCCNS(=O)(=O)c2cccc([N+](=O)[O-])c2)c1	i	-1.9	23
CC1CC1C(=O)OCC(=O)NCc1ccccc1 (stereo not given)	/	-1.6	-1
CCc1ccc(OCCOCCN2CCN(C)CC2)cc1	i	-0.6	12
Cc1ccc(S(=O)(=O)CCSc2nc(C)cc(C(F)(F)F)c2C#N)cc1	i	-0.9	20
CN1CCN(C(=S)Nc2ccc(Cl)c(Cl)c2)CC1	i	2.7	9
COCCN1Cc2cccc(C(=O)NCc3cccnc3)c2C1=O	i	-0.6	-6
CC(Nc1ccc2c(c1)OCCO2)C(=O)N1CCc2ccccc21 (stereo not given)	i	-0.9	2
CCc1ccc(NC(=O)c2sc3nc4n(c(=O)c3c2C)CCC4)cc1	i	3.0	10
O=C(c1cccs1)N1N=C(c2ccccc2)CC1c1ccccc1O (stereo not given)	i	-0.5	33
CN(C)c1ccc(C#Cc2ccc3cc(CCO)oc(=O)c3c2)cc1	/	-0.1	7
C/C(=N/NC(=O)CCC(=O)Nc1ccc(Br)cc1)c1ccc(Br)cc1	i	-0.9	9
O=C1N=c2ccccc2=C1c1sc(NS(=O)(=O)Cc2ccccc2)nc1O	i	0.3	19
Cc1ccccc1NC(=S)NCc1cccn1C	i	-0.8	18
COCc1ccc(C(=O)N2CCCC(N(C)Cc3ccccc3)C2)s1 (stereo not given)	i	0.0	20
c1cnc2ccc(C(c3nnnn3C3CCCC3)N3CCN(c4nc5ccccc5s4)CC3)cc2c1 (stereo not given)	i	-1.0	16
CNc1nccc(-c2ccc(F)cc2)c1C#N	i	0.3	18
NS(=O)(=O)c1ccc(CCNC(=O)CSc2nc3ccsc3c(=O)n2CC2CCC(C(=O)O)CC2)cc1 (stereo not given)	i	-1.3	19
CC1(C)Cc2cccc(OCC(=O)Nc3cc(C(F)(F)F)ccc3N3CCOCC3)c2O1	i	-0.4	19
CCNC(=O)Nc1ccc(S(=O)(=O)Nc2cnc(C)nc2C)cc1	i	3.9	19
N#C/C(C(=O)NCc1ccccc1)=C1/N=C(NC(=O)c2ccco2)c2ccccc21	i	-0.9	14
NC(=O)c1nnn(-c2nonc2N)c1-c1ccc([N+](=O)[O-])cc1	i	-0.2	61
O=[N+]([O-])c1ccccc1CSc1nnc2ccccn12	i	1.2	23
Cc1ccc(N(CCC#N)C(=O)COC(=O)c2cc(C)oc2C)cc1	/	-1.2	8
Cc1ccc(-c2nc(CN(C)C)cc(CN(C)C)c2O)cc1	/	0.2	13
COc1ccc(OC)c(NC(=O)NNC(=O)c2cc3occc3[nH]2)c1	i	2.0	9
CC(=O)c1ccccc1C(=O)N(C)C1CCCN(Cc2ccccc2F)C1 (stereo not given)	i	6.0	-3
CCOC(=O)C1=C(C)NC(=O)NC1c1cc2c(cc1Br)OCO2 (stereo not given)	i	-0.7	8
NC(=O)c1ccsc1NC(=O)CCS(=O)(=O)c1ccccc1	i	-3.5	22
CCOC(=O)c1c(C)[nH]c(O)c1C=Nc1ccc(C(F)(F)F)cc1	i	-0.4	27
CCOC(=O)C1CCCN(C(=O)C2CCN(S(=O)(=O)c3c(C)noc3/C=C/c3ccccc3F)CC2)C1 (stereo not given)	i	-0.5	17
Nc1cc(S(=O)(=O)N2CCCCC2)ccc1N1CCCCC1	/	0.0	-6
Cc1ccc(S(=O)(=O)Nc2ccc(F)cc2)cc1C(=O)N1CCOCC1	/	-2.1	11
CC(C)(C)NC(=S)NC(=O)C12CCC3CC(CC(C3)C1)C2	-5.7*	-0.5	12
COC(=O)C1=C(C)C(c2ccc(OC)cc2)NC(=S)N1 (stereo not given)	i	-1.2	26
O=C(CSc1ccc(Cl)cc1Cl)N1CCC(c2nc3ccccc3s2)CC1	i	-1.2	26
Cn1c(=O)cc(OCC(=O)N2CCC(N3CCCCC3)CC2)c2ccccc21	i	-0.3	6
FC(F)(F)c1cccc(OCCOCCn2cncn2)c1	i	-0.7	23
COc1ccccc1-c1cc2nc(C)c(CCC(=O)NCc3ccco3)c(C)n2n1	i	0.4	21
O=C(c1ccc(=O)[nH]n1)N1CCN(S(=O)(=O)c2ccc(C(F)(F)F)cc2)CC1	/	0.8	7
CCN(CC)S(=O)(=O)c1ccc(N2CC(C(=O)NCc3cccnc3)CC2=O)cc1 (stereo not given)	i	-1.0	14
O=C(CSc1nnnn1CCCO)Nc1ccc2c(c1)OCO2	i	-2.6	1
O=c1cc(-c2ccccc2)c2cc(Cl)c(O)c(CN3CCOCC3)c2o1	i	-0.8	65*
O=S1(=O)N=C(N2CCN(Cc3ccc4c(c3)OCO4)CC2)c2ccccc21	i	-0.7	12
OC(c1ccccc1)C(CN1CCOCC1)c1ccccc1 (stereo not given)	i	0.7	4
CCOc1ccccc1C1CC(c2ccc(Cl)cc2)Nc2nc(N)nn21 (stereo not given)	i	-0.8	16
Cc1cc(C)cc(NC(=O)c2ccc(NC(=O)C3C4CC5OC(=O)C3C5C4)cc2)c1 (stereo not given)	i	-0.4	8
Cc1ccnc(NS(=O)(=O)c2ccc(NC(=O)C3CCCCC3C(=O)O)cc2)n1 (stereo not given)	i	1.7	10
Cc1cc(F)cc(C)c1Cn1cnc2c(cnn2C(C)(C)C)c1=O	/	0.3	12
Cc1ccc2nc(SCCC(=O)O)cc(C)c2c1	i	0.4	10
CC1CC(C)CN(S(=O)(=O)c2ccc(C(=O)OCC(=O)NCCN3C(=O)CSC3=O)cc2)C1 (stereo not given)	i	0.4	29
O=C(O)c1cccc(Nc2c3ccccc3nc3ccccc23)c1	i	11	14
Cc1ccc(CN2C(=O)C(C)Nc3ncnc(N4CCOCC4)c32)cc1 (stereo not given)	i	-1.5	22
Cc1cccc(C)c1NC(=O)C(=O)NCCc1c[nH]c2ccccc12	i	-1.6	13
Cc1ccc(NC(=O)c2ccc(COc3ccc4c(c3)CCC4)cc2)c(C)c1	i	-2.4	24
Cc1ccc(C(=O)N/N=C/c2nc3ccccc3n2C)cc1	i	0.7	2
CN(C)S(=O)(=O)c1ccc(C(=O)OCc2ccc([N+](=O)[O-])cc2)cc1	i	-1.9	12

More compounds.
SMILES	KCNQ2 block	STK33 kinase inh	OX1R FRET antag
CCc1nn(CC(=O)NCCCN2CCN(C)CC2)c(=O)c2cc3sccc3n12	i	-1.2	-3
C(=N\c1nc2ccccc2n1Cc1ccccc1)/c1cccs1	i	-0.6	17
Cc1ccc(C(=O)CN2C(=O)NC3(CCCCCC3)C2=O)c(C)c1	i	1.1	17
O=C(c1ccc(CS(=O)(=O)c2c(Cl)cccc2Cl)o1)N1CCCC1	i	0.0	14
CN(C(=O)c1ccccc1C(=O)OCC(=O)Nc1cccc(Br)c1)c1ccccc1	/	0.3	5
COc1cccc(C2=NOC(C(=O)Nc3ccc4c(c3)OCO4)C2)c1 (stereo not given)	i	0.2	15
CC(=O)NC1=NN(C(C)=O)C(c2ccc(C)cc2)S1 (stereo not given)	i	-0.3	7
COc1ccc(CCNS(=O)(=O)c2c(C)[nH]c(C)c2C(=O)N2CCCCC2)cc1OC	i	-0.4	8
O=C1OCCC1Sc1nnnn1-c1ccccc1 (stereo not given)	i	-0.3	9
O=C1c2cccc3cc([N+](=O)[O-])cc(c23)C(=O)N1c1nncs1	i	-1.7	78*
Fc1ccc(NC(=S)Nc2ccccc2Cl)cc1	i	-0.7	8

Part of the list above, with the structure last:
KCNQ2 block,STK33 kinase inh,OX1R FRET antag,SMILES
i,-0.7,8,Fc1ccc(NC(=S)Nc2ccccc2Cl)cc1
i,-0.3,9,O=C1OCCC1Sc1nnnn1-c1ccccc1 (stereo not given)
i,-1.7,78*,O=C1c2cccc3cc([N+](=O)[O-])cc(c23)C(=O)N1c1nncs1
i,-0.4,8,COc1ccc(CCNS(=O)(=O)c2c(C)[nH]c(C)c2C(=O)N2CCCCC2)cc1OC
i,0.0,14,O=C(c1ccc(CS(=O)(=O)c2c(Cl)cccc2Cl)o1)N1CCCC1

Source: PubChem BioAssay (several laboratories)
